# sPLA2-III inh: human group III sPLA2 inhibitors, primary screen, biochemical, QFRET, BODIPY PC-A2 liposome substrate | QFRET BODIPY PC-A2 liposome hydrolysis, fluorescence | 0.56% of 370,000 active | inhibition, % at 12.2 µM;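 active means inhibition above mean plus 3 SD of compounds lying within the high and low control bounds, cut at about 19% in these data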;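 further: 0% = median of test compound wells and 100% = no enzyme DMSO wells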
# ASAP1 inh: inhibitors of human ASAP1 ArfGAP activity, primary screen, biochemical, fluorescence polarization | Arf-GAP with SH3 domain, ANK repeat and PH domain-containing protein 1 (Homo sapiens), … | ASAP1-stimulated ARF1 GTP hydrolysis, GDP FP detection | inhibition, % at 16.5 µM | 0.19% of 360,000 active | AID 624377, 2012; in the data active means inhibition above about 25%;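 further: 0% = vehicle with enzyme and substrate and 100% = no enzyme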
# Target sequence (Q9ULH1 325-724 limits assumed): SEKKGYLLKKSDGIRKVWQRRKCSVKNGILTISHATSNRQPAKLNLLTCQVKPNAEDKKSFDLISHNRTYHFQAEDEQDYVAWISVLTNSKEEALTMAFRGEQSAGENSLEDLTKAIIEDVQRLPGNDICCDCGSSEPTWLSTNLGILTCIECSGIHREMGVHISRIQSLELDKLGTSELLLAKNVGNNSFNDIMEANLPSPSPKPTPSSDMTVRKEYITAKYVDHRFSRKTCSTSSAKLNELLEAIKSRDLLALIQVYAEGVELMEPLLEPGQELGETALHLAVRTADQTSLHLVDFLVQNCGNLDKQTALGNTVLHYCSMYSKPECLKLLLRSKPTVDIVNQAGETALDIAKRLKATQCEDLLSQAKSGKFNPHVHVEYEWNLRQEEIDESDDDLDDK
# NPR1 activator: GC-A stimulated cGMP production enhancers – HEK293 GC-A cells, cGMP TR-FRET, EC30 ANP, primary screen; 0.14% of 370,000 active; activation, % at 10 µM; Atrial natriuretic peptide receptor 1 (Homo sapiens), P16066; 0% at EC30 ANP, 100% saturating ANP; in the data active means activation above about 40%
# ADAM10 inh: human ADAM10 inhibitors, primary screen, biochemical, QFRET, HTS; Disintegrin and metalloproteinase domain-containing protein 10 (Homo sapiens), O14672; inhibition, % at 7 µM; AID 720582, 2013; recombinant ADAM10, EDANS/DABCYL FRET peptide cleavage, 3 h; 0.62% of 370,000 active;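 active means inhibition above a per-campaign cutoff equal to the mean of compounds falling between control-based bounds plus 3 SD, cut at about 20% in these data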;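 further: 0% = DMSO wells while the 100% control is not disclosed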
# Target sequence (O14672 214-748 limits assumed): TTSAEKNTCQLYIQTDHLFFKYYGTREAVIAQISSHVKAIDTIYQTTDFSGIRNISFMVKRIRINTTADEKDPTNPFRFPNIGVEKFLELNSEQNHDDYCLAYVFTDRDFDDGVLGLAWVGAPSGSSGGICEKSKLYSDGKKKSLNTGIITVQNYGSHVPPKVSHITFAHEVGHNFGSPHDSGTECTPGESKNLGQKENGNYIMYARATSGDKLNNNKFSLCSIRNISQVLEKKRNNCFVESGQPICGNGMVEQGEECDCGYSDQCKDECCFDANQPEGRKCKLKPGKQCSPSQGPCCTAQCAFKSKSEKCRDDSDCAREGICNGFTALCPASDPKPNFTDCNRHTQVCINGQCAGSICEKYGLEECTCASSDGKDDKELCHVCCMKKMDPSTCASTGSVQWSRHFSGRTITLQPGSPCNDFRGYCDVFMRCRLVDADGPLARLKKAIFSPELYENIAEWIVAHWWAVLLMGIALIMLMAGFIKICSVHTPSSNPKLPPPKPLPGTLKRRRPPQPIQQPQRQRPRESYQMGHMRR
# FXN GAA850 act: FXN promoter activators, primary screen, cell-based, luciferase luminescence, HEK293 lucGAA850. HEK293 lucGAA850 FXN promoter luciferase reporter, 24 h; percent of 10 µM SAHA response. 0.56% of 360,000 active. AID 540364, 2011. activation, % at 6 µM;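 active means activation above the average of all compounds screened plus 3 SD, cutoff fixed separately per campaign, cut at about 7.5% in these data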;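 further: 0% = DMSO wells and 100% = 10 µM SAHA wells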
# Tn6 DDE FP: inhibitors of Tn6 peptide binding to fibrin DD(E), primary screen, biochemical, fluorescence polarization, human fibrin, Tn6 probe; Fibrinogen beta chain (Homo sapiens), P02675; 0.21% of 370,000 active; Fibrin DD(E) TRITC-Tn6 fluorescence polarization displacement; inhibition, % at 8.3 µM;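 active means inhibition above a per-campaign cutoff: mean of compounds within control limits plus 3 SD, cut at about 15% in these data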;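 further: 0% = median of all compound wells on the plate and 100% = blocking peptide control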
# NPR2 activator: human GC-B receptor activators, primary screen, HEK293 GC-B cells, cGMP TR-FRET, EC30 CNP; activation, % at 10 µM; 0% at EC30 CNP, 100% saturating CNP; 0.11% of 370,000 active; AID 1920062, 2024;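 active means activation at 10 µM reaching about 35% in either raw or pattern-adjusted values, limit read from the data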
# KLK7 zymogen act: proKLK7 zymogen activators, primary screen, biochemical, fluorescence intensity; 0.9% of 370,000 active; activation, % at 7 µM; purified proKLK7, EDANS-DABCYL substrate fluorescence; 100% is mature enzyme control, 0% vehicle; Kallikrein-7 (Homo sapiens), P49862;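 active means activation above the mean of all tested compounds plus 3 SD, computed per campaign excluding outliers beyond control limits, cut at about 13% in these data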
# ARFGAP1 inh: inhibitors of rat ARFGAP1 GAP activity, primary screen, biochemical, fluorescence polarization, GDP tracer | ADP-ribosylation factor GTPase-activating protein 1 (Rattus norvegicus), Q62848 | Arfgap1-stimulated ARF1 GTP hydrolysis, GDP FP detection | inhibition, % at 16.5 µM | 0.26% of 360,000 active | AID 651572, 2012;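 active means inhibition above a per-plate limit, mean inhibition of low control wells plus 3 SD, cut at about 25% in these data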;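 further: 0% = DMSO wells with enzyme and 100% = wells lacking Arfgap1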
# Target sequence (Q62848 1-136 limits assumed): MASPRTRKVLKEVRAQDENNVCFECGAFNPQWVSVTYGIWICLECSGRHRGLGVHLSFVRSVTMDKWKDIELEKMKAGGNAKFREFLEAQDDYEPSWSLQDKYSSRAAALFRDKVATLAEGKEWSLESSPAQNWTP
#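 System: truncated rat Arfgap1 GAP domain / Medium: HEPES-based buffer, pH 7.5 / Also added: N-terminally truncated human ARF1-GTP substrate / Incubation: enzyme reaction 120 min at 25 °C after 20 min preincubation / Measured by: FP of antibody-bound GDP Alexa 633 tracer, ex 620/em 688 nm / Replicates: singlicate, each compound tested once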
# rCAG RNA binder: binders of r(CAG) RNA repeats, primary screen, biochemical, fluorescence | r(CAG) RNA repeat, TO-PRO-1 dye displacement fluorescence | inhibition, % at 3 µM | 1.3% of 370,000 active | AID 651821, 2012;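 active means inhibition above the plate cutoff, the mean of all test compounds on that plate plus 3 SD, cut at about 35% in these data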;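 further: 0% = DMSO alone and 100% = 100 µM mitoxantrone as full dye displacement; higher means more dye released from RNA so lower well fluorescence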
# * = called active by the depositor; i = inactive; . = no result given.
SMILES,sPLA2-III inh,ASAP1 inh,NPR1 activator,ADAM10 inh,FXN GAA850 act,Tn6 DDE FP,NPR2 activator,KLK7 zymogen act,ARFGAP1 inh,rCAG RNA binder
O=C(Nc1nc2ccc([N+](=O)[O-])cc2s1)c1ccco1,1,-5,-1,-7,.,-5,-5,-0.2,9,5
COc1ccc(N2CCN(C(=O)c3cccnc3)CC2)c([N+](=O)[O-])c1,1,8,-2,-3,-1.7,-1,-13,-1.4,5,-4
CC(OC(=O)C1CCN(S(=O)(=O)c2ccc(Cl)cc2)CC1)C(=O)NC1CCCCC1C (stereo not given),-6,-1,1,-6,-1.6,1,0,0.6,-2,-10
COc1cc(OC)cc(C(=O)OCC(=O)NC2CCCCCC2)c1,1,10,-2,-8,-0.3,0,-6,-0.4,-5,3
Cc1ccc(C(=O)c2sc(Nc3ccccc3)c(C#N)c2N)cc1,-9,-6,-4,7,3.7,5,-7,-0.4,-15,12
COC(=O)c1c(-c2ccccc2)c[nH]c1C,-2,14,-1,5,4.7,0,1,-0.6,16,0
Cc1ccc(NCc2nc3ccccc3n2C)cc1C,10,-4,-7,6,2.5,4,-4,-0.6,7,-8
CCOC(=O)Nc1ccc2c(COC(=O)C(NS(=O)(=O)c3ccc(Cl)cc3)C(C)O)cc(=O)oc2c1 (stereo not given),-16,5,1,i,1.1,-1,-2,12,-1,6
CC12CCCC[C@@H]1CCC1C2CCC2(C)C1CC[C@@]2(O)CNCCO (stereo not given in full),25*,-2,13,-2,1.8,-10,6,-0.2,7,8
CCOc1ccc(C2CC(=O)NC(SC)=C2C#N)cc1 (stereo not given),6,11,3,-5,-0.8,6,-2,-0.2,-6,-1
N#C/C(=N\Nc1ccc(S(=O)(=O)N2CCOCC2)cc1)C(N)=S,7,1,3,7,-1.2,0,-7,-0.3,2,10
O=C(NC1CCCC1)C1CC(=O)N(c2ccc(F)c(Cl)c2)C1 (stereo not given),5,-1,1,1,-0.2,2,2,-0.1,-9,-4
COc1ccc(S(=O)(=O)N(C)C[C@H]2Oc3ccc(NS(=O)(=O)c4c(C)noc4C)cc3C(=O)N([C@H](C)CO)C[C@@H]2C)cc1,-14,8,2,1,-1.6,-7,-4,0.1,1,7
Cc1nn(-c2ccccn2)c2c1C(c1ccccc1Cl)C1=C(N2)c2ccccc2C1=O (stereo not given),0,7,9,2,2.0,-3,12,-0.1,14,1
C/C(=N\OCc1cccc(C(=O)O)c1)c1ccc(Cl)cc1,-14,1,-1,1,4.2,3,-12,0.3,-2,11
COc1ccccc1C(=O)Nc1ccc(Nc2ccccc2)cc1,-1,-1,0,-1,0.8,2,3,-0.2,-3,-1
COc1cc2c(cc1OC)CN(C(=O)Cc1ccccc1)CC2,-4,4,5,-13,1.9,-3,7,-0.1,-10,0
Cc1ccc(CNC(=O)COC(=O)CN2C(=O)C3CC=CCC3C2=O)cc1 (stereo not given),-3,-17,2,-11,0.5,-4,1,0.1,-1,8
CCOC(=O)C(Sc1ncn[nH]1)c1ccccc1 (stereo not given),-3,1,4,-3,1.2,4,2,0.4,5,4
CCn1c(-c2ccc(OC)c(OC)c2)n[nH]c1=S,0,6,9,2,1.1,0,0,0.0,0,3
COc1ccc(C)cc1S(=O)(=O)N(CC(=O)NCc1ccc(Cl)cc1)Cc1ccccc1,-19,4,-3,19,-0.3,6,-2,0.5,9,0
CC(C)=CC(=O)OCC(=O)NC1CCCc2ccccc21 (stereo not given),-2,8,2,0,1.6,-3,1,-0.7,-5,-4
CCN(C(=O)c1cc2c(=O)[nH]c3ccc(C)cc3c2s1)c1ccccc1C,4,0,5,-5,-0.6,-4,0,-0.3,5,-1
Cc1oc(-c2cccc(Cl)c2)nc1CS(=O)(=O)CC(=O)NCCN1CCOCC1,-14,-10,6,-3,-0.9,-1,-2,0.1,4,1
CCOc1ccccc1CN1CCC(N2CCOCC2)CC1,5,-3,-2,-9,-2.7,8,0,0.1,-3,0
COCCNc1nc2nonc2nc1N1CCC(N(C)C)C1 (stereo not given),0,10,0,-7,1.4,7,6,-0.5,3,-2
COc1ccc(OC)c(S(=O)(=O)n2nnc3cc(Cl)ccc32)c1,-5,-10,0,3,-0.1,-5,1,0.1,10,0
CCOC(=O)N1CCN(C(=O)C2CCN(S(=O)(=O)c3ccccc3)CC2)CC1,10,4,2,5,2.4,0,2,0.0,-10,-2
COCCN(CC(=O)Nc1cccc(C)c1C)C(=O)c1cc(S(=O)(=O)N2CCCC2)ccc1C,11,4,0,3,-0.9,-2,2,-0.2,-2,-1
CCOC(=O)C1CCN(C(=O)c2cc3cc(Cl)ccc3[nH]2)CC1,-14,-2,0,7,0.7,9,0,0.6,-7,-2
CCNS(=O)(=O)c1ccc(CCC(=O)NCc2ccccn2)cc1,-1,6,0,-5,1.5,-3,4,0.4,-5,-1
Cn1c(=O)[nH]c(=O)c2c1nc(Br)n2CCSc1nc2ccccc2o1,0,1,-3,0,-2.3,5,-8,0.4,-16,0
COc1ccc(C2NCCC3(O)CCCCC23)c(OC)c1OC (stereo not given),-4,12,-10,-3,-3.0,7,-21,-0.4,-2,-6
COc1ccc(Nc2cc(C)nc3ncnn23)c(OC)c1,-3,0,3,-4,-0.4,-2,7,0.1,5,-3
COc1ccc(CNC(=O)c2cc(S(=O)(=O)N3CCCC3)cn2C)cc1,0,9,4,4,-1.2,5,-2,0.7,8,3
CC(C)(C)OC(=O)NCCCC(CCCNC(=O)OC(C)(C)C)C(=O)O,-1,-9,7,-3,-3.3,13,0,-0.4,1,2
C=CCn1c(SCC(=O)N(CCC)C2CCS(=O)(=O)C2)nnc1-c1ccccc1OC (stereo not given),-3,-1,2,-2,-0.2,6,2,0.5,14,-4
COc1cc(OC)cc(-c2c(-c3cccs3)c3cc(-c4ccc(CN5CCOCC5)cc4)ccc3n2C)c1,13,-8,0,-30,0.8,-14,1,-0.7,2,10
Cc1ccc2[nH]c3c(c2c1)CN(C(=O)CN1c2ccc(F)cc2CCC1C)CC3 (stereo not given),-36,9,-4,11,-4.2,-9,-12,1.4,14,-3
Cc1cc(S(=O)(=O)NCC(C)C)ccc1OCC(=O)NCc1ccco1,-6,-15,-9,3,0.3,-3,1,0.0,4,-5

# 2 compounds drawn at random from the list so far:
SMILES,sPLA2-III inh,ASAP1 inh,NPR1 activator,ADAM10 inh,FXN GAA850 act,Tn6 DDE FP,NPR2 activator,KLK7 zymogen act,ARFGAP1 inh,rCAG RNA binder
Cn1c(=O)[nH]c(=O)c2c1nc(Br)n2CCSc1nc2ccccc2o1,0,1,-3,0,-2.3,5,-8,0.4,-16,0
Cc1cc(S(=O)(=O)NCC(C)C)ccc1OCC(=O)NCc1ccco1,-6,-15,-9,3,0.3,-3,1,0.0,4,-5

# Further structures follow:
SMILES,sPLA2-III inh,ASAP1 inh,NPR1 activator,ADAM10 inh,FXN GAA850 act,Tn6 DDE FP,NPR2 activator,KLK7 zymogen act,ARFGAP1 inh,rCAG RNA binder
CCCCCCN1C[C@@H](n2cc(COC(=O)c3ccccc3)nn2)[C@H](O)C[C@@H]1c1ccc(OC)cc1,4,17,-6,-1,-0.7,3,-6,-0.5,-1,4
CCCC(=O)Nc1ccc(NC(=O)c2ccccc2F)cn1,10,14,-1,-3,1.9,-1,-1,0.0,-5,-2
CC(=O)c1c(COC(=O)c2ccccc2)nc2ccccc2[n+]1[O-],5,-5,1,-6,0.8,-3,5,-0.2,11,-1
CCOC(=O)CSc1nnc(CNC(=O)c2ccc(S(=O)(=O)N(C)C)cc2)n1C,9,-2,3,3,3.0,-5,4,0.2,5,1
COC(=O)Cn1ccnc1[N+](=O)[O-],3,-1,-3,-1,0.3,2,1,0.9,11,1
CCN(CC)c1ccc(/C=C2\SC(N)=NC2=O)cc1,-2,-7,-6,1,0.2,-10,-2,0.7,-11,-12
Cc1ccccc1NC(=O)c1cccc(NC(=O)c2ccccc2C(=O)O)c1,3,-10,1,-1,0.6,1,3,0.7,8,3
CCCCNC(=O)c1nc(-c2cc3ccccc3[nH]2)oc1-c1ccccc1,-1,2,-1,i,.,0,5,-5.8,6,5
Cc1cccc(C)c1OCC(C)N (stereo not given),2,-8,4,6,-1.9,1,4,0.1,-10,2
O=C(Nc1ccc(N2CCN(C(=O)c3ccccc3)CC2)c(Cl)c1)c1cccnc1,-7,5,1,-6,-4.2,1,1,-0.1,-8,-2
CCc1ccc(NC(=O)Cn2nnc(C(=O)NCc3cccs3)c2N)cc1,4,-5,-1,2,0.6,4,5,0.5,-7,1
COC(=O)C(C)NS(=O)(=O)c1ccc(NC(C)=O)cc1 (stereo not given),3,-2,1,-4,-1.1,-10,4,0.1,-4,-2
COc1ccc(/C=C/c2nnc(NC(=O)COc3ccc(C)cc3)s2)cc1,-3,-2,4,-28,3.7,1,1,-1.9,-1,11
CN(C)c1nc(N)ncc1-c1ccc(Oc2ccccc2)cc1,-5,8,-6,0,3.5,-6,-11,0.4,9,0
Cc1ccn(CCSCC(=O)O)n1,7,-15,0,7,1.1,-8,2,0.5,-11,2
C=CCSc1nc2c(c(=O)[nH]c(=O)n2C)n1C/C=C(/C)Cl,6,1,1,8,4.3,-3,-6,0.8,-7,0
COC(=O)Cc1ccc(NC(=S)NC(C)(C)C)cc1,12,3,4,-7,0.4,6,-5,-0.3,0,0
CCOc1cccc(C2C(C(=O)c3ccc(C)o3)=C(O)C(=O)N2Cc2ccncc2)c1 (stereo not given),0,-10,3,-1,1.4,6,7,-0.3,8,0
Cc1ccc(C(=O)Nc2ccc(C(=O)N3CCCCC3)cc2)cc1,-3,9,-1,0,1.0,3,-3,0.2,-1,-8
Cc1cn(CC(=O)NCCCc2ccccc2)c(=O)[nH]c1=O,13,3,-2,-14,0.9,1,4,0.4,1,1
CCCCC(=O)Nc1cccc(NC(=O)c2ccc(Br)cc2)c1,6,-8,6,-7,0.7,3,-1,0.1,12,-3
Cc1ccc(CNC(=O)C(OC(=O)c2ccco2)C(C)C)cc1 (stereo not given),5,14,-4,-1,0.9,1,1,0.1,-4,-6
COCCn1c(C(=O)N(C)C)cc2c1C[C@H]1CN(C(=O)c3ccccc3)[C@@](Cc3ccc(F)cc3)(C(=O)OC)[C@@H]21,-8,4,-3,-11,.,-2,-1,-0.5,-1,3
COC(=O)c1cc(OC)c(OC)cc1NC(=O)c1ccc(C)cc1,3,-8,1,1,2.3,-4,-6,0.5,-7,-2
CCCNS(=O)(=O)c1ccc(OCC(=O)Nc2ccc3c(c2)OCCO3)c(C)c1,-22,11,-2,-7,-1.3,6,-6,0.0,14,-8

# High-throughput results (PubChem BioAssay)
